aSyn yeast inh: qHTS of alpha-syn Inhibitors; actives 0.14% (n = 370,000); AID 652106, 2013; Yeast expressing alpha-synuclein, growth rescue, BacTiter-Glo, 24 h; Potency, µM (highest dose often 46.1 µM), for the others: top-dose growth rescue (activation), most hits filed as activators; note: potency is the fitted concentration of half-maximal effect; % of control where 0% means no effect; nearly all actives have a fitted effect of over 65% in size
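Screening used galactose-induced yeast with toxic alpha-synuclein levels, exposed to compound for 24 hr at 30 deg C. Cell growth, read with BacTiter-Glo luminescence, gave the measured signal.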
TDP-43 yeast inh: qHTS of TDP-43 Inhibitors; TDP-43 expressing yeast growth rescue, BacTiter-Glo, 24 h; Potency, µM (top dose mostly 46.1 µM), for the others: top-dose growth rescue (activation), usual class: activators; actives 1.8% (n = 410,000); note: potency is the fitted concentration of half-maximal effect; % of control where 0% means no effect; nearly all actives have a fitted effect of over 50% in size
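Readout is BacTiter-Glo luminescence of cell growth, so inhibitors register as activators. TDP-43-expressing yeast at OD600=0.02 in galactose medium, after raffinose pregrowth to mid-log, were incubated with compound for 24 hr at 30 deg C.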
Abeta yeast res: qHTS for compounds that reverse cellular toxicity of Amyloid beta (A-beta) peptide in yeast: Primary Screen. Potency, µM (highest dose often 46.1 µM), for the others: at the highest dose growth rescue, hits mostly activators. actives 0.063% (n = 410,000). yeast expressing A-beta42, growth rescue, OD600, 48 h; response scale: 0% DMSO, 100% iron-clioquinol control. AID 1347071, 2019; note: potency is the fitted concentration of half-maximal effect; nearly all actives have a fitted effect of over 55% in size
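Yeast growth medium received pinned compounds, then yeast cells expressing toxic A-beta were added; plates incubated at 30 C for 48 hr. Growth read as absorbance at 600 nm, normalized to DMSO and equimolar FeCl3 plus clioquinol controls.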
GLP-1R agonist: qHTS of GLP-1 Receptor Agonists | HEK293 GLP-1R CRE-luciferase, luminescence, 4-6 h; cells express a hypersensitive GLP-1R form | Potency, µM (titrated, usually from 45.6 µM), inactives show at the top dose activation, usual class: activators | actives 0.007% (n = 380,000) | AID 624172, 2012; note: potency is the fitted concentration of half-maximal effect; % of control where 0% means no effect
Target sequence (P43220 whole entry, looked up): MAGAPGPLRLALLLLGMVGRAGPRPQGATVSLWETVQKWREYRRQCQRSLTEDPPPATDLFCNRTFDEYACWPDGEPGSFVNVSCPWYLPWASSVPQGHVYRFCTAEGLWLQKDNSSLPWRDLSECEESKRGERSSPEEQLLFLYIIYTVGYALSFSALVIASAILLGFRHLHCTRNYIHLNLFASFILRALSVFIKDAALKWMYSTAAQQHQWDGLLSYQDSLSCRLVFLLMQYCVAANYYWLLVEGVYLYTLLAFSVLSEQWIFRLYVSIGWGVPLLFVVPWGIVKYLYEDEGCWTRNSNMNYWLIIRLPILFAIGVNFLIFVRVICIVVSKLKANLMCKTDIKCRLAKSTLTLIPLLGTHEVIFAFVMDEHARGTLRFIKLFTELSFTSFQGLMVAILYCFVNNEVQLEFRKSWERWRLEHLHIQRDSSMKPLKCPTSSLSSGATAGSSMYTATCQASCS
DRD3 antagonist: qHTS of D3 Dopamine Receptor Antagonist: qHTS | AID 652054, 2013 | D(3) dopamine receptor (Homo sapiens), P35462 | actives 2.5% (n = 360,000) | max response, negative = inhibition, % | D3R cells, DiscoveRx beta-arrestin luminescence, antagonist mode; active compounds read low; in the data active = max response below about -50%; inconclusive = no clear call, values can overlap the other calls; note: % is set by controls: 0 for no effect and ±100 for the full control effect; mostly tested at two doses, the higher about 12 µM
Target sequence (P35462 whole entry, looked up): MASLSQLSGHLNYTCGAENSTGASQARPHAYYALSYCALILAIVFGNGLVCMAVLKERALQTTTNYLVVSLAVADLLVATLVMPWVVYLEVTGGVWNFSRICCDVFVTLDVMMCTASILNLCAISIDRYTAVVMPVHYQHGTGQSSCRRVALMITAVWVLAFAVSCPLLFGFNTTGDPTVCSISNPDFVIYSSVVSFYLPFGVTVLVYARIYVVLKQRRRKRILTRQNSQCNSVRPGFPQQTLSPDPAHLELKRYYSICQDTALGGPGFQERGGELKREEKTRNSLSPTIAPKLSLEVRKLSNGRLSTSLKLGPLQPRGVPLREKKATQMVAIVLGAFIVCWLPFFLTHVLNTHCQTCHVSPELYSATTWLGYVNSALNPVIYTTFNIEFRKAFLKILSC
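Cells expressing the human receptor were seeded at 1500 cells/well, incubated overnight at 37 degrees C in 5% CO2, then exposed to library compounds with dopamine controls for 90 minutes at 37 degrees C before luminescent detection.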
FUS suppressor: qHTS for Suppressors of FUS Proteinopathy: Primary screen using FUS-linked yeast assay | S. cerevisiae FUS-expressing, growth rescue, OD600, 24 h | Potency, µM (highest dose often 76.6 µM), inactives show at the top dose growth rescue (activation), most hits filed as activators | actives 0.24% (n = 390,000);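 note: potency is the fitted concentration of half-maximal effect; plate controls were DMSO vehicle for no effect and reference control for full effect; nearly all actives have a fitted effect of over 55% in size; some results filed as inactive show a strong effect at the top dose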
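Cultures pregrown in 2.5% raffinose medium are shifted to minimal medium containing 2% galactose to express toxic FUS. Compounds are tested at several concentrations. After 24hr at 30C, growth is quantified at 600 nm absorbance.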
pAkt inh: HTS Assay for Inhibitors of Akt Phophorylation: Primary Screen | activity change, % for hits at 50 µM | actives 0.32% (n = 360,000) | Neuro2A IGF-stimulated pAkt S473 HTRF, 20 min; active compounds read low | AID 651550, 2012; in the data active = activity change below about -80%; inconclusive = mostly about -51% to -80%; note: % is set by controls: 0 for no effect and ±100 for the full control effect
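Neuro2A cells in DMEM with 0.5% FBS, overnight at 37 deg C, given compound at single 50 µM final, then IGF (6 nM final) for 20 min at 37 deg C. Lysed; phospho-Akt Ser473 by HTRF after 24 h, 665/615 ratio.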
PTHR1 agonist: qHTS for PTHR1 Agonists: Primary Screen; actives 0.075% (n = 410,000); HEK293 GP2 PTHR1 cells, GloSensor cAMP luminescence, 1 h; Parathyroid hormone/parathyroid hormone-related peptide receptor (Homo sapiens), Q03431; Potency, µM (highest dose often 115 µM), for the others: at the highest dose activation, hits mostly activators; note: potency is the fitted concentration of half-maximal effect; nearly all actives have a fitted effect of over 55% in size; some results filed as inactive show a strong effect at the top dose; inactives centre near -15; many of its hits are not listed in these tables
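HEK-293-derived GP2 cells expressing PTHR1 and a GloSensor cAMP reporter, 3,000/well, plated overnight, given luciferin plus IBMX (each 0.5 mM as added) for 1 h at 37 °C, then compound for 1 h at 37 °C. Luminescence was read after 15 min at room temperature.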
GLP1R inv ag: qHTS of GLP-1 Receptor Inverse Agonists (Inhibition Mode); Glucagon-like peptide 1 receptor (Homo sapiens), P43220; HEK293 GLP-1R CRE-luciferase, luminescence, 24 h; GLP-1R form is constitutively active; Potency, µM (series often up to 38.3 µM), for the others: at the highest dose activity change, negative = inhibition, usual class: inhibitors; actives 1.6% (n = 410,000); AID 624417, 2012; note: potency is the fitted concentration of half-maximal effect; % is set by controls: 0 for no effect and ±100 for the full control effect; nearly all actives have a fitted effect of over 55% in size
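Inverse agonists were sought by their lowering of basal cAMP reporter luciferase output in HEK293 cells stably carrying constitutively active human GLP-1R, after 24 h compound treatment.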
An asterisk follows results filed as active; [ ] = remark or other dose. Unless noted, calls come from the whole dose curve; as a rule, active = well fitted curve in the direction sought with a large enough effect; inconclusive = small, poorly fitted or top-dose-only effect, or another doubt; inactive = no such curve, though single readings can be large; an effect the other way counts as inactive or inconclusive. Only part of the results is shown; count on the stated rates, not on these rows.

Results for COc1cccc(-c2c(NC(=O)c3ccco3)oc3ccc(Cl)cc3c2=O)c1 ?
aSyn yeast inh: -2%; TDP-43 yeast inh: -1%; Abeta yeast res: 8%; GLP-1R agonist: -3%; DRD3 antagonist: -9; FUS suppressor: 5%; pAkt inh: inactive; PTHR1 agonist: inactive; GLP1R inv ag: 27%

How did CC1CC(C)CN(S(=O)(=O)c2ccc(Cl)cc2)C1 (stereo unspecified) do in these assays?
aSyn yeast inh: 0%; TDP-43 yeast inh: -22%; Abeta yeast res: 11%; GLP-1R agonist: -4%; DRD3 antagonist: -5; FUS suppressor: 4%; pAkt inh: inactive; PTHR1 agonist: -19%; GLP1R inv ag: inconclusive

How did COc1ccccc1NC(=O)C1CC(=O)OC1c1ccccc1 (stereo unspecified) do in these assays?
aSyn yeast inh: 8%; TDP-43 yeast inh: 27%; Abeta yeast res: 22%; GLP-1R agonist: 5%; DRD3 antagonist: 6; FUS suppressor: -5%; pAkt inh: inactive; PTHR1 agonist: inactive; GLP1R inv ag: -9%

What do the screens show for `O=C1NC(=O)C2(COC(c3cccc([N+](=O)[O-])c3)OC2)S1` (stereo unspecified)?
aSyn yeast inh: 3%; TDP-43 yeast inh: 3%; Abeta yeast res: -18%; GLP-1R agonist: 4%; DRD3 antagonist: -3; FUS suppressor: -2%; pAkt inh: inactive; PTHR1 agonist: -2%; GLP1R inv ag: 2%

Results for Cc1ccc(S(=O)(=O)NCC(c2ccc(N(C)C)cc2)N2CCCC2)cc1 (stereo unspecified) ?
TDP-43 yeast inh: 14%; Abeta yeast res: -18%; FUS suppressor: -14%; PTHR1 agonist: inactive; GLP1R inv ag: 3%

What do the screens show for `CC(C)N(C)CCOC(=O)c1ccccc1Br`?
aSyn yeast inh: -1%; TDP-43 yeast inh: 23%; Abeta yeast res: -9%; GLP-1R agonist: -3%; DRD3 antagonist: -8; FUS suppressor: 11%; pAkt inh: inactive; PTHR1 agonist: inactive; GLP1R inv ag: 7%

Results for CCCCn1c(N)c(NCc2ccccc2OC)c(=O)[nH]c1=O ?
aSyn yeast inh: -12%; TDP-43 yeast inh: -19%; Abeta yeast res: -13%; GLP-1R agonist: 12%; DRD3 antagonist: -26; FUS suppressor: 12%; pAkt inh: inactive; PTHR1 agonist: -4%; GLP1R inv ag: 13%

Results for C=C(C)C(=O)Nc1cccc(C2=NOC3(C2)C[C@H](C(N)=O)N(C(=O)CC)C3)c1 (stereo partly specified) ?
aSyn yeast inh: 0%; TDP-43 yeast inh: 6%; Abeta yeast res: -5%; GLP-1R agonist: -2%; DRD3 antagonist: 13; FUS suppressor: -2%; pAkt inh: inactive; PTHR1 agonist: inactive; GLP1R inv ag: 9%

What do the screens show for `Cc1nonc1NC(=O)CSc1nc2ccccc2cc1C#N`?
aSyn yeast inh: 1%; TDP-43 yeast inh: 4%; Abeta yeast res: -3%; GLP-1R agonist: 14%; DRD3 antagonist: -4; FUS suppressor: -2%; pAkt inh: inactive; PTHR1 agonist: -18%; GLP1R inv ag: 17%

Results for CCN(CC)C(=O)COc1ccc2oc(-c3ccco3)cc(=O)c2c1 ?
aSyn yeast inh: 3%; TDP-43 yeast inh: 5%; Abeta yeast res: -4%; GLP-1R agonist: 2%; DRD3 antagonist: 22; pAkt inh: inactive; PTHR1 agonist: inactive; GLP1R inv ag: -10%

How did Cc1cccc(NC(=O)/C=C/c2ccc3c(c2)OCO3)n1 do in these assays?
aSyn yeast inh: -20%; TDP-43 yeast inh: 6%; Abeta yeast res: -3%; GLP-1R agonist: 0%; DRD3 antagonist: -15; pAkt inh: inactive; PTHR1 agonist: -49%[inhibitor]; GLP1R inv ag: -27%

How did O=c1[nH]c(=O)n(C2CCCO2)cc1Br (stereo unspecified) do in these assays?
aSyn yeast inh: 2%; TDP-43 yeast inh: -15%; Abeta yeast res: 5%; GLP-1R agonist: -8%; DRD3 antagonist: 0; pAkt inh: inactive; PTHR1 agonist: -19%; GLP1R inv ag: 0%

How did Cn1c(-c2ccccc2)cc(=O)cc1-c1ccccc1 do in these assays?
aSyn yeast inh: 1%; TDP-43 yeast inh: 10%; Abeta yeast res: 0%; GLP-1R agonist: -3%; DRD3 antagonist: -28; FUS suppressor: -1%; pAkt inh: inactive; PTHR1 agonist: -19%; GLP1R inv ag: 0%

Results for CC(=O)N1CCOc2cc(S(=O)(=O)NCc3ccc(C)cc3)c(C)cc21 ?
TDP-43 yeast inh: 16%; Abeta yeast res: -36%[inhibitor]; FUS suppressor: -2%; PTHR1 agonist: inactive; GLP1R inv ag: 3%

How did O=C(CCN1CCCCO1)N1CCCC(N2CCN(c3ccc(F)cc3)CC2)C1 (stereo unspecified) do in these assays?
aSyn yeast inh: -3%; TDP-43 yeast inh: 1%; Abeta yeast res: -2%; GLP-1R agonist: 2%; DRD3 antagonist: -2; FUS suppressor: 16%; pAkt inh: inactive; PTHR1 agonist: inactive; GLP1R inv ag: -29%

What do the screens show for `C[C@@H]1CN([C@H](C)CO)C(=O)CCCn2nncc2CO[C@@H]1CN(C)S(=O)(=O)c1cccs1`?
aSyn yeast inh: -1%; TDP-43 yeast inh: 15%; Abeta yeast res: 3%; GLP-1R agonist: 4%; DRD3 antagonist: -13; FUS suppressor: 11%; pAkt inh: inactive; PTHR1 agonist: -21%; GLP1R inv ag: 21%

Results for CCc1ccc(-c2cc(C)no2)cc1S(=O)(=O)NC(C)Cc1ccco1 (stereo unspecified) ?
aSyn yeast inh: 4%; TDP-43 yeast inh: 2%; Abeta yeast res: -1%; GLP-1R agonist: 28%; DRD3 antagonist: -14; FUS suppressor: 3%; pAkt inh: inactive; PTHR1 agonist: -9%; GLP1R inv ag: 3.5µM*

How did C=CCSc1nc2c(c(=O)[nH]c(=O)n2C)n1CC do in these assays?
aSyn yeast inh: -23%; TDP-43 yeast inh: 17%; Abeta yeast res: 20%; GLP-1R agonist: inconclusive; DRD3 antagonist: -4; FUS suppressor: -15%; pAkt inh: inactive; PTHR1 agonist: -24%; GLP1R inv ag: 95%[activator]

How did Cn1ccnc1SCc1cccc([N+](=O)[O-])c1 do in these assays?
aSyn yeast inh: -2%; TDP-43 yeast inh: -13%; Abeta yeast res: -4%; GLP-1R agonist: 5%; DRD3 antagonist: -20; FUS suppressor: 10%; pAkt inh: inactive; PTHR1 agonist: inactive; GLP1R inv ag: 4%

Results for Cc1[nH]n(C)c(=O)c1C(=O)c1c(-c2ccccc2Cl)noc1C ?
aSyn yeast inh: -1%; TDP-43 yeast inh: inconclusive; Abeta yeast res: -23%; GLP-1R agonist: -1%; DRD3 antagonist: -13; FUS suppressor: 6%; pAkt inh: inactive; PTHR1 agonist: -5%; GLP1R inv ag: -8%

Pulled one by one from the list above (2):
How did C=CCSc1nc2c(c(=O)[nH]c(=O)n2C)n1CC do in these assays?
aSyn yeast inh: -23%; TDP-43 yeast inh: 17%; Abeta yeast res: 20%; GLP-1R agonist: inconclusive; DRD3 antagonist: -4; FUS suppressor: -15%; pAkt inh: inactive; PTHR1 agonist: -24%; GLP1R inv ag: 95%[activator]

How did COc1ccccc1NC(=O)C1CC(=O)OC1c1ccccc1 (stereo unspecified) do in these assays?
aSyn yeast inh: 8%; TDP-43 yeast inh: 27%; Abeta yeast res: 22%; GLP-1R agonist: 5%; DRD3 antagonist: 6; FUS suppressor: -5%; pAkt inh: inactive; PTHR1 agonist: inactive; GLP1R inv ag: -9%

The list goes on.
What do the screens show for `Cc1ccc(Sc2c(C#N)c(-c3ccccc3)nn2C)cc1`?
aSyn yeast inh: -9%; TDP-43 yeast inh: -21%; Abeta yeast res: 29%; GLP-1R agonist: 9%; DRD3 antagonist: -8; FUS suppressor: 6%; pAkt inh: inactive; PTHR1 agonist: inactive; GLP1R inv ag: 0%

Results for Cc1ccc(S(=O)(=O)N2CCN(C(=O)N3CCCC3)CC2)cc1 ?
aSyn yeast inh: -2%; TDP-43 yeast inh: -29%; Abeta yeast res: -11%; GLP-1R agonist: 13%; DRD3 antagonist: -3; FUS suppressor: 32%; pAkt inh: inactive; PTHR1 agonist: -22%; GLP1R inv ag: -17%

What do the screens show for `CS(=O)c1ccccc1COC(=O)Nc1ccc(Cl)cc1` (stereo unspecified)?
aSyn yeast inh: -5%; TDP-43 yeast inh: 18%; Abeta yeast res: 2%; GLP-1R agonist: 19%; DRD3 antagonist: inconclusive; FUS suppressor: 8%; pAkt inh: inactive; PTHR1 agonist: -13%; GLP1R inv ag: 4%

How did O=C(O)c1cc([N+](=O)[O-])ccc1NCc1ccccc1Cl do in these assays?
aSyn yeast inh: -13%; TDP-43 yeast inh: -19%; Abeta yeast res: -13%; GLP-1R agonist: 5%; DRD3 antagonist: inconclusive; FUS suppressor: 21%; pAkt inh: inactive; PTHR1 agonist: -3%; GLP1R inv ag: -25%

Source: PubChem
